Screening results (PubChem)
TTR transcr act: TTR transcription activators in neuroblastoma reporter cells, primary screen, cell-based, luminescence, SH-SY5Y, TTR promoter Gaussia luciferase; activation, % at 16.7 µM; hit rate 1.3% among 92,000; 100% = recombinant luciferase protein wells;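 active means activation above the mean of all tested compounds plus 3 SD, cut at about 9.5% in these data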;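 further: cells exposed to compounds for one day before reading; 0% = median of all test compound wells on the plate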
* marks the source's active call; other numbers are inactive results. An excerpt, so the mix of outcomes need not match the whole.

| Molecule | TTR transcr act |
| --- | --- |
| Cc1cc(Cl)c(S(=O)(=O)NCc2ccccc2)cc1OCC(N)=O | 3.8 |
| COc1cccc(-c2nnn(CC(=O)N3CCCCC3)n2)c1 | 2.3 |
| O=C(N/N=C/c1ccc(Br)s1)c1ccccc1[N+](=O)[O-] | -0.8 |
| CC(=O)Nc1ccc(S(=O)(=O)N2CCN(CC(O)COc3ccc4ccccc4c3)CC2)cc1 (configuration not stated) | -3.6 |
| Cc1ccc2nc(/N=C(\N)NC(=O)N3c4ccccc4Sc4ccccc43)nc(C)c2c1 | -0.9 |
| S=C(Nc1ccccn1)NC1CCCC1 | -1.9 |
| Cc1cc(OC(=O)c2ccccc2Br)cc(=O)n1C | -4.0 |
| O=C(O)C1C2C=CC(O2)C1C(=O)NCCc1cccc(Cl)c1 (configuration not stated) | 2.8 |
| O=C(C1CC(=O)N(C2CCCC2)C1)N1CCN(c2ccccc2F)CC1 (configuration not stated) | 0.0 |
| O=C(N/N=C/c1cccc([N+](=O)[O-])c1)c1cccc(Br)c1 | -2.5 |
| O=C(CCc1nnc(C2CCCCC2)o1)NCCCOc1cccnc1 | -1.0 |
| COCCN(C(=O)c1ccccc1F)c1nnc(-c2ccc(OC)cc2)s1 | 0.7 |
| Cc1ccc(/C=N/NC(=O)c2cccs2)s1 | 2.8 |
| O=C(Nc1cccc2c1[nH]c(=O)c1ccccc12)C(F)(F)F | 0.8 |
| Cc1ccc(NC(=O)CC[C@H]2O[C@@H](n3cnc4c(NC(=O)c5ccccc5)ncnc43)[C@H](O)[C@@H]2O)cc1C | 3.1 |
| C=CCc1cccc(/C=N/NC(=O)c2ccccc2Br)c1O | -1.0 |
| CCS(=O)(=O)c1nc(S(=O)(=O)c2ccc(C)cc2)c(N2CCOCC2)s1 | -0.7 |
| COc1cc(/C=C/C(=O)OCC(=O)N(C)Cc2ccccc2)ccc1O | -6.8 |
| CC(C)CC(=O)Nc1nnc(S(=O)(=O)N2CCc3ccccc32)s1 | 2.3 |
| CC(=O)c1ccc(OCc2ncc(C(F)(F)F)cc2Cl)cc1 | -0.1 |
| Nc1c(C(=O)CSc2nnc(-c3ccccc3)o2)c(=O)[nH]c(=O)n1C1CC1 | -0.3 |
| Clc1cc(Cl)c2nc(N3CCOCC3)sc2c1 | 0.7 |
| COc1ccc(/C=N/NC(=O)c2nonc2N)cc1OC | 2.4 |
| CCOC(=O)c1cc(OCC)c2c(ccc3ccccc32)n1 | 0.3 |
| COc1ccc(-c2ccc(SCC(=O)N3CCOCC3)nn2)cc1OC | -0.7 |

Another view of part of the listing above:
smiles: O=C(N/N=C/c1cccc([N+](=O)[O-])c1)c1cccc(Br)c1
  TTR transcr act = -2.5
smiles: O=C(CCc1nnc(C2CCCCC2)o1)NCCCOc1cccnc1
  TTR transcr act = -1.0

Next part.
| Molecule | TTR transcr act |
| --- | --- |
| N#Cc1cc(S(=O)(=O)c2ccc(F)cc2)c(N)[nH]c1=O | -1.6 |
| Cn1c(=O)c2ncn(C)c2n(C)c1=O | 0.1 |
| COc1ccc2cc(CO)c(Cl)nc2c1 | 0.8 |
| Cc1nc(N2CCN(S(=O)(=O)c3ccc(F)cc3)CC2)c2c(C)c(C)sc2n1 | 1.9 |
| C=CCn1c(C)cc(C2=NNC(=NCc3ccccc3)SC2)c1C | -2.0 |
| CCOc1ccccc1NC(=O)Cn1c(=O)oc2ccccc21 | -0.7 |
| O=C(Nn1c(C2CCCCC2)nc2ccccc2c1=O)c1cc(Cl)ccc1[N+](=O)[O-] | 0.8 |
| C=CCn1c(=S)[nH]c2sc3c(c2c1=O)CCCC3 | -0.2 |
| O=C(CSc1nc2c(c(=O)n1-c1ccc(Br)cc1)SCC2)NCc1ccco1 | 1.4 |
| Cc1nc(-c2cccnc2)sc1C(=O)N/N=C/c1ccccc1Cl | -2.5 |
| CC(=O)NCC(=O)N(Cc1ccco1)C1(C(=O)NC2CCCCC2)CCCCC1 | 3.8 |
| CC(=O)c1ccc(NC(=O)COC(=O)c2c3c(nc4ccccc24)/C(=C\c2cccs2)CCC3)cc1 | -1.2 |
| CCOc1cc(C(=O)NCCCNC(=O)c2cc(OCC)c(OCC)c(OCC)c2)cc(OCC)c1OCC | 12* |
| Cc1cc(S(=O)(=O)Nc2cc(C)c(O)c(C)c2)c(C)s1 | 2.8 |
| COc1ccc(OC)c(S(=O)(=O)N2CCC(C(=O)NCCC3=CCCCC3)CC2)c1 | 1.1 |
| O=C(Nc1cccc2cccnc12)c1cccc(Cl)c1 | -1.2 |
| CCCOc1cc(NCc2ccccc2)c2ncn(C(C)C)c2c1 | -6.0 |
| COc1ccc(S(=O)(=O)N(CC(=O)NCC2CCCO2)c2ccc(F)cc2)cc1OC (configuration not stated) | 4.9 |
| O=C(NNS(=O)(=O)c1ccc(F)cc1)c1ccc2c(c1)OCO2 | -0.4 |
| O=C(N/N=C/c1ccco1)c1cccc([N+](=O)[O-])c1 | -0.8 |
| CC(=O)c1ccc(NC(=O)CSCCO)cc1 | 0.0 |
| O=C(N/N=C/c1ccccn1)c1cc([N+](=O)[O-])cc([N+](=O)[O-])c1 | -2.4 |
| Cc1ccc(NC(=O)COC(=O)/C=C/c2ccccc2)cc1S(=O)(=O)N1CCOCC1 | -1.3 |
| COc1ccc(/C=C2\SC(=NCc3ccccc3)NC2=O)cc1 | -0.1 |
| O=C(CCCc1c[nH]c2ccccc12)NCc1ccc2c(c1)OCO2 | -2.5 |

More entries follow:
| Molecule | TTR transcr act |
| --- | --- |
| O=C(NCc1ccco1)c1cc2ccc(O)cc2oc1=O | 4.3 |
| CCOc1ccc(/C=N/OCC(=O)Nc2cc(S(=O)(=O)N3CCOCC3)ccc2OC)cc1 | 1.3 |
| C[C@@H]1CCCCO[C@H](CN(C)Cc2ccccc2)[C@@H](C)CN([C@H](C)CO)C(=O)c2cc(NS(=O)(=O)c3ccc(Cl)cc3)ccc2O1 | -0.4 |
| O=C(c1ccc(F)cc1)C1CCN(Cc2ccc(F)cc2)CC1 | -0.1 |
| CSCc1ccc(C(=O)N2CCCC(Nc3ccc4c(c3)OCCO4)C2)o1 (configuration not stated) | -0.5 |
| COc1ccc(NS(=O)(=O)c2cc(NC(=O)CC(=O)c3ccc([N+](=O)[O-])cc3)ccc2C)cc1 | -0.2 |
| Cc1ccc(C2=CSC3=NNC4(CCCCC4)NN23)cc1 | -2.0 |
| CC(C)C(NS(=O)(=O)c1cccc2nsnc12)C(=O)N1CCn2c1nc1ccccc12 (configuration not stated) | -0.3 |
| Cc1ccc(NC(=O)N2CCC(c3nc4c(nnn4Cc4cccc(Cl)c4)c(=O)[nH]3)CC2)cc1 | 2.3 |
| O=C(CC1Sc2ccccc2NC1=O)NNC(=O)Nc1ccc(Cl)cc1 (configuration not stated) | -0.8 |
| O=C(COC(=O)c1cccc(O)c1)c1ccccc1 | 0.3 |
| O=C(NNC(=O)c1ccccc1O)c1cc2ccccc2o1 | -2.8 |
| Cc1cc(OCC(=O)NC(C)(C)C)ccc1Cl | -0.4 |
| Cc1ccc2[nH]cc(CCNC(=O)Nc3ccccc3)c2c1 | 0.5 |
| Cc1ccc2c(c1)C(=C(C#N)C#N)C(=O)N2CCN1CCOCC1 | 0.9 |
| Cn1c(=O)c([N+](=O)[O-])c(NCc2ccccc2Cl)c2ccccc21 | -1.7 |
| O=C(Nc1ccc(S(=O)(=O)C(F)F)cc1)c1cccc(S(=O)(=O)N2CCOCC2)c1 | -4.1 |
| Cc1cccc(NC(=S)NNC(=O)c2ccccc2OC(F)F)c1 | 0.6 |
| CC(C)(C(=O)c1ccccc1)/[N+]([O-])=C/c1ccccc1F | -0.3 |
| CCc1nnc(NC(=O)C2COc3ccccc3O2)s1 (configuration not stated) | -4.0 |
| Cc1noc(C)c1COC(=O)COc1ccc(C#N)cc1 | 1.7 |
| CCN1C(=O)C(CC(=O)Nc2c(C)cccc2C)Nc2cc(S(=O)(=O)N(C)C)ccc21 (configuration not stated) | 0.4 |
| COC(=O)C[C@@H]1CC[C@H]2[C@@H](COc3ccc(NC(=O)Nc4ccccc4Cl)cc3C(=O)N2C)O1 | 0.2 |
| Cn1c(NN)nc2sc3c(c2c1=O)CCC3 | 2.9 |
| CCSc1sccc1C1C(C#N)=C(N)N(c2cccnc2)C2=C1C(=O)CCC2 (configuration not stated) | -0.9 |

(further entries)
molecule,TTR transcr act
COc1cccc(Cn2cc(COC(=O)NCC(C)C)nn2)c1,0.0
COc1ccc(Cn2c(=O)oc3ccccc32)cc1,-1.6
Cc1ccc(C(=O)OCC(=O)NC2CC2)cc1S(=O)(=O)N1CCOCC1,-0.6
NC(=O)N/N=C/c1ccccc1OC(=O)c1cc2ccccc2oc1=O,-1.8
O=c1[nH]c(=O)n(CCCc2ccccc2)cc1-c1ccccc1,1.6
OC(COc1ccc(Cl)cc1)CN1CCN(c2cccc(Cl)c2)CC1 (configuration not stated),-0.6
Cc1ccc(S(=O)(=O)NCC(=O)NCc2cc(=O)n(C)c(=O)n2C)cc1C,1.7
CN(CC(=O)NC1CCCc2ccccc21)S(=O)(=O)c1ccc2c(c1)c(=O)n(C)c(=O)n2C (configuration not stated),-1.3

Further compounds
molecule,TTR transcr act
C/C(=N\NC(=S)Nc1cc(S(=O)(=O)N2CCOCC2)ccc1Cl)c1ccc(N2CCOCC2)cc1,-0.6
COc1cc(CNc2cccc3c2S(=O)(=O)N([C@H](C)c2ccccc2)C[C@@H](COCc2ccccc2)O3)cc(OC)c1OC,0.0
Cc1cnc(NS(=O)(=O)c2ccc(Cl)cc2)c(Br)c1,0.6
O=C(O)CCC(=O)Nc1ccc(Br)cn1,-0.8
Cc1onc(C(=O)N2C(C)CCCC2C)c1[N+](=O)[O-] (configuration not stated),-1.3
Nc1nnc(CSc2ccc(Cl)cc2)s1,-1.2
Cc1ccc(Oc2nc3ccccc3n3c(C)nnc23)c(C)c1,0.3
CC(NC(=O)C1CCC1)c1ccc(Cl)cc1 (configuration not stated),1.1

Going on with the list:
molecule,TTR transcr act
O=C(NCc1ccc(F)cc1)c1cc2c(s1)CCCC2,1.3
CCCCn1c(N)c(N(CCC(C)C)C(=O)CSc2nc3ccccc3n2C)c(=O)[nH]c1=O,-2.1
CCOC(=O)C1CCCN(C(=O)COc2ccccc2O)C1 (configuration not stated),0.0
Cn1cccc1C(=O)NC(=O)COC(=O)CC12CC3CC(CC(Br)(C3)C1)C2,-2.2
O=C(CNC(=O)c1ccc(C(F)(F)F)cc1)NC1CC1,0.7
COc1ccc(-n2nc(C(=O)N3CCN(c4ccc(F)cc4)CC3)c3ccccc3c2=O)c(OC)c1,-1.8
Cc1ccc(NC(=S)N(CCC(C)C)C(C)c2ccncc2)c(Cl)c1 (configuration not stated),-0.8
CCOc1ccc(N(C(C)=O)c2nc(C)cc(C)c2C#N)cc1,19*

Later entries.
molecule,TTR transcr act
COc1ccc2[nH]c(C)c(CCNC(=S)Nc3cc(C)ccc3C)c2c1,0.4
C[C@@H]1CN([C@@H](C)CO)C(=O)CCCn2cc(nn2)CO[C@H]1CN(C)C(=O)c1ccc(N2CCN(C)CC2)cc1,0.2
COc1ccc(CCNC(=O)Nc2cccc([N+](=O)[O-])c2)cc1,-1.1
CCOC(=O)C1CCN(c2c(NC3CCCc4ccccc43)c(=O)c2=O)CC1 (configuration not stated),-1.3
O=C(CCc1ccc(S(=O)(=O)N2CCOCC2)cc1)Oc1ccccc1,-0.5
CCN1CCCC(Sc2nc3c([nH]2)c(=S)n(C)c(=O)n3C)C1 (configuration not stated),-1.3
CCC[C@H]1[C@@H](OC(=O)NCc2ccc(C)cc2)CC[C@@]23CCCN2C(=O)CCC[C@@H]13,0.9
O=C(OCC(=O)N1CCc2ccccc21)c1ccc(Cl)nc1,1.5

Following part:
molecule,TTR transcr act
CC12CC3CC(C)(C1)CC(CN1CCOCC1)(C3)C2,-1.6
CNS(=O)(=O)c1cccc(C(=O)OCC(=O)c2ccc3[nH]c(=O)[nH]c3c2)c1,0.6
O=[N+]([O-])c1ccc(Oc2cccc(Br)c2)c2ccncc12,4.8
Cc1ccc(NC(=O)N2CCCC2C(=O)NCc2ccc3c(c2)OCO3)cc1 (configuration not stated),0.0
COC(=O)c1ccc2nc(-c3cccc(Cl)c3)c(Cc3cccc(Cl)c3)n2c1,2.0
COC(=O)CSc1nc2sccc2c(=O)n1-c1ccccc1,1.8
COc1ccc(NCc2n[nH]nc2-c2ccccc2)cc1Cl,0.3
O=C(c1ccc(CNc2c(N3CCCC3)c(=O)c2=O)cc1)N1CCN(C2CCCCC2)CC1,0.8

The results go on.
molecule,TTR transcr act
CCCCNC(=O)C(=O)NC(C)CCc1ccccc1 (configuration not stated),-1.4
Cc1cccc(NC(=O)C2CCCN(S(=O)(=O)c3c(C)nn(C)c3C)C2)c1 (configuration not stated),3.6
CCN(CC)CCN(C(=O)c1ccc(Br)s1)c1nc2cc3c(cc2s1)OCCO3,-0.6
COc1ccc(OC)c(N(CC(=O)Nc2cccc3ccccc23)S(C)(=O)=O)c1,2.4
CCN(CC)c1nc(NNC(=O)c2ccccc2)nc(N(CC)CC)n1,-0.1
C=CCOc1c(Cl)cc(C(=S)N2CCCC2)cc1OCC,1.7
O=c1c2c(nc3cc(-c4ccc(F)cc4)[nH]n13)CCC2,-2.1
Cc1nn(Cc2ccc(Cl)c(Cl)c2)c(C)c1NC(=O)c1sc2ccccc2c1Cl,-1.3

Reprinted from the part before: 4 entries; new compounds follow.
molecule,TTR transcr act
CCN(CC)c1nc(NNC(=O)c2ccccc2)nc(N(CC)CC)n1,-0.1
C=CCOc1c(Cl)cc(C(=S)N2CCCC2)cc1OCC,1.7
O=c1c2c(nc3cc(-c4ccc(F)cc4)[nH]n13)CCC2,-2.1
Cc1nn(Cc2ccc(Cl)c(Cl)c2)c(C)c1NC(=O)c1sc2ccccc2c1Cl,-1.3
NC(=S)NN=C1Cc2cccc3cccc1c23,-3.0
COCCNc1nc(NCCOC)c2sc(-c3ccccc3)cc2n1,0.2
NCCCCCc1cn(CC(=O)NCCCCCCCCCCC(=O)N2CCNCC2)nn1,-1.6
O=C(NCC1CCCO1)c1ccc(NC(=O)C2C3C=CC(C3)C2C(=O)O)cc1 (configuration not stated),-0.9
O=c1[nH]c(-c2ccccn2)nc(C(F)(F)F)c1Br,-0.1
O=C(O)Cn1cc(C(=O)c2cccs2)c2ccccc21,0.9
COc1ccc(CN2CCCC(C(=O)c3ccc(Cl)cc3)C2)cc1Cn1cccn1 (configuration not stated),1.0
CCOc1ccc(S(=O)(=O)NCCC(=O)NC2=NCCS2)cc1,-2.2
O=C(CSC(=S)N1CCSCC1)c1ccc(Cl)cc1,-1.0
